High-throughput results deposited in PubChem by Broad Institute.
TcdB GH inh: blocks C. difficile toxin B glycohydrolase activity; AID 652162; P18177; inhibition, % at 9.99 µM; TcdB glycohydrolase enzymatic assay, plate reader; 350,000 tested, 0.24% active; in the data active = inhibition above about 10%
Target sequence (P18177 whole entry, looked up): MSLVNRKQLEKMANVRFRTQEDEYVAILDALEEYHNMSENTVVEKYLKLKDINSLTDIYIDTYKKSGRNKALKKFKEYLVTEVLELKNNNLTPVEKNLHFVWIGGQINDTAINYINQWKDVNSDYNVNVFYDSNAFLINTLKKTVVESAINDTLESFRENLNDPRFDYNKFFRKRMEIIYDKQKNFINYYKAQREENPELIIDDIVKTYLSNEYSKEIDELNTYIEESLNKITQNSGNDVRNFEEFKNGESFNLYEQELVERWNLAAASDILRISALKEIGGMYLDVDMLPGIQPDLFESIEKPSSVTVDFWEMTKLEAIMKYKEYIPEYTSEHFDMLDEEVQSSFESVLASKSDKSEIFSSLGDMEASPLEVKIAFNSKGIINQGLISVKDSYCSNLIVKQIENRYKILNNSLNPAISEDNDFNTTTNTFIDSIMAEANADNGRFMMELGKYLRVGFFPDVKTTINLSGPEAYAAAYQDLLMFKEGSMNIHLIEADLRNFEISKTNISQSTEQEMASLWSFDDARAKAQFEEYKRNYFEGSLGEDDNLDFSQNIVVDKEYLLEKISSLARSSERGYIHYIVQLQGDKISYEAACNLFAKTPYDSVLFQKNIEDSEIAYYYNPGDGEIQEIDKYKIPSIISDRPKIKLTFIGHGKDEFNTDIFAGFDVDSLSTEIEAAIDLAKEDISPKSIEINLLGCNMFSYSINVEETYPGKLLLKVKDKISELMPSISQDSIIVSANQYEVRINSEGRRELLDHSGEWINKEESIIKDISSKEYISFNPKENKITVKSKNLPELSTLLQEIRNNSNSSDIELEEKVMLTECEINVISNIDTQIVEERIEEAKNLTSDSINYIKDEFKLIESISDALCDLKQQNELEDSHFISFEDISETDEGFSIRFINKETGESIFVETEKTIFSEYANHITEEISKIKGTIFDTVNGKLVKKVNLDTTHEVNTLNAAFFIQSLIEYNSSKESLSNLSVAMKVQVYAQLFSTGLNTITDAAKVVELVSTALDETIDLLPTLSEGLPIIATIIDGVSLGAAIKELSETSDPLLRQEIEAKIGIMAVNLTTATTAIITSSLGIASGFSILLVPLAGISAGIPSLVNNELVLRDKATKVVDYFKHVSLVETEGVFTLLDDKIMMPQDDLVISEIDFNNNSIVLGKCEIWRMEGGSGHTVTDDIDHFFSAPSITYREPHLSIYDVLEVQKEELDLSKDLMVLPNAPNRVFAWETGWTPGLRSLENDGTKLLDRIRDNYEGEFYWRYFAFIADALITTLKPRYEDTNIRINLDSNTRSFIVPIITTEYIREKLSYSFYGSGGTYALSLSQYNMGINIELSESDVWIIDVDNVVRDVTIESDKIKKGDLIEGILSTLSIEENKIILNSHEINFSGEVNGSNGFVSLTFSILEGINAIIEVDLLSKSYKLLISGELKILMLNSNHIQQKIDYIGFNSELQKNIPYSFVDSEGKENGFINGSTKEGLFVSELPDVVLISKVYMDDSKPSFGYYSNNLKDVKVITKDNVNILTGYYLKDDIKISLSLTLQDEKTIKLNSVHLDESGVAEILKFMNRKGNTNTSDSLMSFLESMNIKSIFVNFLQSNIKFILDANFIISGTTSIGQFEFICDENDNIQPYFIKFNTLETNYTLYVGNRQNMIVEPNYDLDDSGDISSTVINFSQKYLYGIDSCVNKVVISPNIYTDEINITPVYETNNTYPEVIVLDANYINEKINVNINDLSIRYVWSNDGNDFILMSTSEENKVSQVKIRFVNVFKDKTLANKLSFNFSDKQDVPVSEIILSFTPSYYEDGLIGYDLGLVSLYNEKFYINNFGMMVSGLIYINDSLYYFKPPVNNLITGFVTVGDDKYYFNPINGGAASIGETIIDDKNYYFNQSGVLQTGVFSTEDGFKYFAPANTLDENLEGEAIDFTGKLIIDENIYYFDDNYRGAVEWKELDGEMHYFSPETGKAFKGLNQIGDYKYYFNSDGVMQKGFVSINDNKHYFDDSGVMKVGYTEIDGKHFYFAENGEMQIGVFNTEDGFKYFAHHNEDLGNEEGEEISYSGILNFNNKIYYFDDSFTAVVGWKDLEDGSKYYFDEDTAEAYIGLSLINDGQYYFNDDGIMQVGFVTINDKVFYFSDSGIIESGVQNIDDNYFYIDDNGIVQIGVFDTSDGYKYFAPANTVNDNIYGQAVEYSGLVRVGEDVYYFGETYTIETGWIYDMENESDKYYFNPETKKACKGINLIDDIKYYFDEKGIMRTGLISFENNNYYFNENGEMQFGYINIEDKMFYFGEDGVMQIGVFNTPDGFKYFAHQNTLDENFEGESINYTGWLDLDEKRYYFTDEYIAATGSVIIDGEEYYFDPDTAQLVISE
* marks the source's active call; other numbers are inactive results. The list is partial (hit frequency here may not be typical).

`C[C@H]1CCCCO[C@H](CN(C)Cc2ccc(C(=O)O)cc2)[C@@H](C)CN([C@@H](C)CO)C(=O)c2cc(NC(=O)Nc3cccc4ccccc34)ccc2O1` gave TcdB GH inh -0.4.
For CO[C@H]1CN(C)C(=O)c2cc(NC(=O)C3CCC3)ccc2OC[C@@H](C)N(Cc2ccccn2)C[C@@H]1C the results were TcdB GH inh 0.5.
For C[C@H](CO)N1C[C@H](C)[C@H](CN(C)C(=O)Nc2cccc3ccccc23)Oc2ccc(NC(=O)c3ccncc3)cc2CC1=O the results were TcdB GH inh -0.3.
CN1CCN(C(=O)C[C@H]2C[C@H]3c4cc(NC(=O)c5ccc6c(c5)OCO6)ccc4O[C@H]3[C@H](CO)O2)CC1 was read as TcdB GH inh 1.2.
`Cc1ccc(S(=O)(=O)Nc2ccc3c(c2)C(=O)N([C@@H](C)CO)C[C@@H](C)[C@@H](CN(C)C(=O)c2ccccc2)OCCCC[C@@H](C)O3)cc1` gave TcdB GH inh 0.6.
COc1ccc(S(=O)(=O)Nc2cccc3c2O[C@H](CN(C)C(=O)Nc2c(C)noc2C)[C@@H](C)CN([C@@H](C)CO)C3=O)cc1 was read as TcdB GH inh -0.8.
For CCCNC(=O)N1[C@@H]2CN(C)c3ccccc3[C@@H]2[C@@H]1CO the results were TcdB GH inh -3.1.
For C[C@@H]1CN([C@H](C)CO)C(=O)c2cc(NC(=O)CCN3CCOCC3)ccc2O[C@@H]1CN(C)C(=O)Nc1ccc2c(c1)OCO2 the results were TcdB GH inh -0.6.
Screening O=C(Cc1ccccn1)N1CC(=O)N2[C@H](CO)[C@H](c3ccc(C#CC4CCCCC4)cc3)[C@H]2C1 returned TcdB GH inh -0.1.
Screening C[C@H](CO)N1C[C@H](C)[C@@H](CN(C)C(=O)Nc2ccc3c(c2)OCO3)Oc2c(NS(C)(=O)=O)cccc2C1=O returned TcdB GH inh -2.1.
Screening C[C@H](CO)N1C[C@H](C)[C@@H](CN(C)Cc2ccc(Cl)c(Cl)c2)Oc2ccc(NC(=O)Nc3cccc4ccccc34)cc2CC1=O returned TcdB GH inh -0.5.
For CC(C)NC(=O)N(C)C[C@@H]1Oc2cc(C3=CCCC3)ccc2S(=O)(=O)N([C@H](C)CO)C[C@H]1C the results were TcdB GH inh -0.5.
`Cc1ccc(-c2cnc3c(c2)C(=O)N([C@@H](C)CO)C[C@@H](C)[C@H](CN(C)CC2CCCC2)O3)cc1` gave TcdB GH inh -3.0.
Screening CN(C)CC(=O)N[C@H]1C=C[C@H](CC(=O)NCCN2CCCCC2)O[C@H]1CO returned TcdB GH inh 0.7.
`C[C@H](CO)N1C[C@H](C)[C@H](CN(C)C(=O)NC2CCCCC2)Oc2ccc(NC(=O)Cc3cn(C)c4ccccc34)cc2C1=O` gave TcdB GH inh 0.4.

Reprinted from the part before: 7 entries, followed by the next part.
Screening O=C(Cc1ccccn1)N1CC(=O)N2[C@H](CO)[C@H](c3ccc(C#CC4CCCCC4)cc3)[C@H]2C1 returned TcdB GH inh -0.1.
Screening C[C@H](CO)N1C[C@H](C)[C@@H](CN(C)C(=O)Nc2ccc3c(c2)OCO3)Oc2c(NS(C)(=O)=O)cccc2C1=O returned TcdB GH inh -2.1.
Screening C[C@H](CO)N1C[C@H](C)[C@@H](CN(C)Cc2ccc(Cl)c(Cl)c2)Oc2ccc(NC(=O)Nc3cccc4ccccc34)cc2CC1=O returned TcdB GH inh -0.5.
For CC(C)NC(=O)N(C)C[C@@H]1Oc2cc(C3=CCCC3)ccc2S(=O)(=O)N([C@H](C)CO)C[C@H]1C the results were TcdB GH inh -0.5.
`Cc1ccc(-c2cnc3c(c2)C(=O)N([C@@H](C)CO)C[C@@H](C)[C@H](CN(C)CC2CCCC2)O3)cc1` gave TcdB GH inh -3.0.
Screening CN(C)CC(=O)N[C@H]1C=C[C@H](CC(=O)NCCN2CCCCC2)O[C@H]1CO returned TcdB GH inh 0.7.
`C[C@H](CO)N1C[C@H](C)[C@H](CN(C)C(=O)NC2CCCCC2)Oc2ccc(NC(=O)Cc3cn(C)c4ccccc34)cc2C1=O` gave TcdB GH inh 0.4.
C[C@H](NC(=O)C[C@H]1C[C@@H]2c3cc(NC(=O)NC4CCCC4)ccc3O[C@@H]2[C@H](CO)O1)c1ccccc1 was read as TcdB GH inh -1.1.
For O=C(Nc1ccc2c(c1)[C@@H]1C[C@@H](CC(=O)N3CCc4ccccc4C3)O[C@@H](CO)[C@@H]1O2)C1CCOCC1 the results were TcdB GH inh 0.7.
C[C@H](CO)N1C[C@H](C)[C@@H](CN(C)C)Oc2ccc(NC(=O)Cn3cnnn3)cc2CC1=O was read as TcdB GH inh -0.2.
Screening Cc1ccc(S(=O)(=O)N(C)C[C@H]2Oc3c(NC(=O)Nc4ccc(C(F)(F)F)cc4)cccc3C(=O)N([C@H](C)CO)C[C@H]2C)cc1 returned TcdB GH inh -1.0.
CC(C)NC(=O)N[C@@H]1CC[C@@H](CCNC(=O)C2CC2)O[C@@H]1CO was read as TcdB GH inh 0.1.
Cc1noc(C)c1S(=O)(=O)N(C)C[C@@H]1Oc2ccc(NC(=O)Cn3cnnn3)cc2C(=O)N([C@@H](C)CO)C[C@@H]1C was read as TcdB GH inh 1.2.
Screening CO[C@H]1CC[C@H]2CCN(C)C(=O)C[C@@H](c3ccccc3)CN(C)C(=O)c3cccc(C#N)c3OC[C@H]1O2 returned TcdB GH inh 0.9.
`COc1ccc(NC(=O)N(C)C[C@H]2Oc3c(NC(=O)C4CCCCC4)cccc3C(=O)N([C@@H](C)CO)C[C@@H]2C)cc1` gave TcdB GH inh -0.9.
`CNC[C@H]1Oc2ccc(NS(=O)(=O)c3cccs3)cc2C(=O)N([C@@H](C)CO)C[C@H]1C` gave TcdB GH inh 1.9.
CN(C)CCCNC(=O)C[C@@H]1C=C[C@@H](NC(=O)Cc2cccnc2)[C@H](CO)O1 was read as TcdB GH inh 1.1.
`COCC(=O)N(C)C[C@@H]1Oc2ncc(C#C[C@H](C)O)cc2C(=O)N([C@H](C)CO)C[C@@H]1C` gave TcdB GH inh 0.7.
C[C@@H]1CN([C@@H](C)CO)C(=O)c2cc(NS(=O)(=O)c3ccccc3)ccc2O[C@@H]1CN(C)C(=O)Nc1ccc2c(c1)OCO2 was read as TcdB GH inh -0.4.
Screening O=C(C[C@@H]1C=C[C@H](NC(=O)Nc2ccc(F)cc2)[C@H](CO)O1)NCCN1CCCC1 returned TcdB GH inh -0.7.
`Cc1noc(C)c1S(=O)(=O)Nc1ccc2c(c1)C(=O)N([C@@H](C)CO)C[C@@H](C)[C@@H](CN(C)S(=O)(=O)c1cn(C)cn1)O2` gave TcdB GH inh -1.0.
Screening C[C@H](CO)N1C[C@H](C)[C@H](CN(C)Cc2ccncc2)Oc2ncc(C#CC3(O)CCCC3)cc2C1=O returned TcdB GH inh 1.3.
O=C(C[C@@H]1C[C@H]2c3cc(NC(=O)c4cccnc4)ccc3O[C@H]2[C@@H](CO)O1)NCc1cc(F)ccc1F was read as TcdB GH inh -0.1.
`CC(C)NC(=O)Nc1ccc2c(c1)C(=O)N([C@@H](C)CO)C[C@H](C)[C@@H](CN(C)C(=O)c1ccccc1)OCCCC[C@H](C)O2` gave TcdB GH inh -1.4.
Screening C[C@H]1CN([C@@H](C)CO)C(=O)c2cc(C#CC3(O)CCCC3)cnc2O[C@H]1CN(C)C(=O)C1CCC1 returned TcdB GH inh -0.1.
CCCC#Cc1cnc2c(c1)C(=O)N([C@H](C)CO)C[C@H](C)[C@H](CN(C)C(=O)Nc1c(C)noc1C)O2 was read as TcdB GH inh 0.9.
Screening O=C(C[C@H]1CC[C@H]2[C@@H](COC[C@H](O)CN2CC2CCCC2)O1)NCc1ccc(Cl)cc1 returned TcdB GH inh -1.5.
For O=C(C[C@H]1C=C[C@H](NS(=O)(=O)c2ccccc2)[C@@H](CO)O1)N1CCc2ccccc2C1 the results were TcdB GH inh 0.7.
For C[C@H]1CN([C@@H](C)CO)C(=O)c2cc(NC(=O)Nc3ccccc3)ccc2O[C@H]1CN(C)Cc1ccc(C(F)(F)F)cc1 the results were TcdB GH inh -0.6.
Screening COc1ccc(NC(=O)Nc2ccc3c(c2)C(=O)N([C@@H](C)CO)C[C@@H](C)[C@H](CN(C)C(=O)c2ccccc2)OCCCC[C@H](C)O3)cc1 returned TcdB GH inh 1.7.
`CO[C@H]1CN(C)C(=O)c2cc(NS(=O)(=O)c3cn(C)cn3)ccc2OC[C@@H](C)N(Cc2cccc(F)c2)C[C@@H]1C` gave TcdB GH inh -3.0.
`Cc1noc(C)c1NC(=O)Nc1ccc2c(c1)C(=O)N([C@H](C)CO)C[C@@H](C)[C@H](CN(C)S(=O)(=O)c1ccc(Cl)cc1)O2` gave TcdB GH inh -7.3.
C[C@H]1CCCCO[C@H](CN(C)C(=O)Nc2ccc(F)cc2)[C@@H](C)CN([C@@H](C)CO)C(=O)c2cc(NC(=O)C3CCCCC3)ccc2O1 was read as TcdB GH inh 0.2.
Screening C[C@@H]1CN([C@H](C)CO)C(=O)c2cc(-c3cccc(C(=O)N(C)C)c3)cnc2O[C@H]1CN(C)S(=O)(=O)c1ccc(F)cc1 returned TcdB GH inh 1.5.
CO[C@@H]1CN(C)C(=O)c2cc(NS(=O)(=O)c3cn(C)cn3)ccc2OC[C@H](C)N(Cc2cccc(F)c2)C[C@H]1C was read as TcdB GH inh 0.4.
Screening COc1ccc(S(=O)(=O)Nc2ccc3c(c2)C(=O)N([C@@H](C)CO)C[C@@H](C)[C@H](CN(C)Cc2ccc4c(c2)OCO4)O3)cc1 returned TcdB GH inh 0.8.
Cc1ccc(S(=O)(=O)N(C)C[C@H]2Oc3c(NC(=O)Nc4ccccc4)cccc3C(=O)N([C@@H](C)CO)C[C@H]2C)cc1 was read as TcdB GH inh 1.1.
`Cc1ccccc1S(=O)(=O)N1C[C@H](O)COC[C@@H]2O[C@H](CC(=O)N3CCCCC3)CC[C@H]21` gave TcdB GH inh 1.9.
`CC(C)NC(=O)N(C)C[C@@H]1Oc2c(NC(=O)C3CC3)cccc2C(=O)N([C@@H](C)CO)C[C@@H]1C` gave TcdB GH inh -0.4.
C[C@@H]1CN([C@@H](C)CO)C(=O)c2cc(NC(=O)CCCCCC(=O)Nc3ccccc3N)ccc2O[C@@H]1CN(C)S(=O)(=O)c1ccccc1 was read as TcdB GH inh 0.3.
Screening O=C(C[C@H]1C[C@H]2c3cc(NC(=O)Nc4ccccc4)ccc3O[C@H]2[C@@H](CO)O1)NCc1ccccc1 returned TcdB GH inh 0.6.
`COc1ccc(CN(C)C[C@@H]2Oc3ccc(NC(=O)Cn4cnnn4)cc3C(=O)N([C@@H](C)CO)C[C@@H]2C)cc1` gave TcdB GH inh -0.2.
Screening C[C@@H]1CCCCO[C@@H](CN(C)S(=O)(=O)c2ccc(Cl)cc2)[C@@H](C)CN([C@H](C)CO)C(=O)c2cc(NS(=O)(=O)c3ccccc3)ccc2O1 returned TcdB GH inh 1.6.
For Cc1ccc(S(=O)(=O)Nc2ccc3c(c2)C(=O)N([C@H](C)CO)C[C@@H](C)[C@H](CN(C)S(=O)(=O)c2ccc(F)cc2)O3)cc1 the results were TcdB GH inh 0.4.
`C[C@@H]1CN([C@H](C)CO)C(=O)c2cc(-c3ccc(F)cc3)cnc2O[C@@H]1CN(C)C(=O)c1ccc(F)cc1` gave TcdB GH inh 0.8.
CCCN1[C@@H]2c3ccc(-c4ccccc4)c(=O)n3C[C@@H]2[C@@H](CO)[C@@H]1C(=O)NCC(F)(F)F was read as TcdB GH inh -0.7.
`C[C@@H]1CCCCO[C@@H](CN(C)S(C)(=O)=O)[C@H](C)CN([C@H](C)CO)C(=O)c2cc(NS(=O)(=O)c3ccccc3)ccc2O1` gave TcdB GH inh 4.8.
`CC(C)(C)[S@@](=O)N1Cc2cc(C(=O)NCCc3ccncc3)nc(-c3cccc(-c4ccc(C#N)cc4)c3)c2[C@H]1CCO` gave TcdB GH inh 1.1.
For CO[C@H]1CN(C)C(=O)c2ccc(NS(=O)(=O)c3ccccc3)cc2OC[C@H](C)N(Cc2cccnc2)C[C@H]1C the results were TcdB GH inh 0.5.
Screening CO[C@H]1CN(C)C(=O)c2ccc(NC(=O)C3CC3)cc2OC[C@@H](C)N(C(=O)C2CCOCC2)C[C@H]1C returned TcdB GH inh 0.2.
`COc1ccc(S(=O)(=O)Nc2cccc3c2O[C@@H](CN(C)C(=O)NC2CCCCC2)[C@H](C)CN([C@H](C)CO)C3=O)cc1` gave TcdB GH inh 0.6.
Screening Cc1ccc(S(=O)(=O)N(C)C[C@H]2Oc3c(NS(=O)(=O)c4c(C)noc4C)cccc3C(=O)N([C@H](C)CO)C[C@H]2C)cc1 returned TcdB GH inh 0.7.
For COc1ccc(CN(C)C[C@@H]2Oc3ccc(NC(=O)C4CCCCC4)cc3C(=O)N([C@H](C)CO)C[C@H]2C)cc1 the results were TcdB GH inh -2.5.
Screening CCCN(C)C[C@H]1Oc2cc(C#Cc3ccc(OC)cc3)ccc2S(=O)(=O)N([C@H](C)CO)C[C@H]1C returned TcdB GH inh 0.5.
Screening COCC(=O)N1C[C@H]2[C@@H](c3ccccc31)[C@H](CO)N2Cc1ccccc1Cl returned TcdB GH inh 1.7.
`C[C@H](CO)N1C[C@H](C)[C@H](CN(C)S(C)(=O)=O)OCCCC[C@H](C)Oc2ccc(NS(=O)(=O)c3ccc(Cl)cc3)cc2C1=O` gave TcdB GH inh 0.6.
Screening C[C@H]1CN([C@@H](C)CO)C(=O)Cc2cc(NC(=O)C3CC3)ccc2O[C@H]1CN(C)S(=O)(=O)c1ccccc1 returned TcdB GH inh -0.2.
Screening COc1ccccc1C#Cc1ccc2c(c1)O[C@@H](CN(C)C(C)=O)[C@H](C)CN([C@H](C)CO)S2(=O)=O returned TcdB GH inh 1.2.
`COc1ccc(-c2ccc([C@@H]3[C@H]4CN(C(=O)c5cccnc5)CC(=O)N4[C@H]3CO)cc2)cc1` gave TcdB GH inh -0.7.
OC[C@H]1[C@@H](c2ccc(C#Cc3ccccc3F)cc2)[C@H]2CN(Cc3cncnc3)CCCCN21 was read as TcdB GH inh -0.2.
Screening CCS(=O)(=O)Nc1ccc2c(c1)C(=O)N(C)C[C@@H](OC)[C@@H](C)CN(C(=O)CN(C)C)[C@@H](C)CO2 returned TcdB GH inh 0.3.
C[C@H](NC(=O)C[C@H]1C=C[C@H](NC(=O)C2CCC2)[C@H](CO)O1)c1ccccc1 was read as TcdB GH inh -0.6.
